Compound activity (PubChem)
TROY NFkB inh = inhibitors of TROY-driven NF-kB signaling, primary screen, Q293 LMP1-TROYcd cells, NF-kB luciferase, uHTS | Q293 LMP1-TROYcd NF-kB luciferase reporter, 4 h | inhibition, % at 10 µM | 0.98% of 360,000 active;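 active means compounds whose plate-normalised and pattern-corrected inhibition of the luciferase reporter signal at the single screening dose is 50% or more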
C8 TRAIL sens = viability loss with TRAIL in NB7+C8 cells, primary screen, TRAIL sensitizer project, cell-based, ATPlite luminescence. 1% of 360,000 active. inhibition (viability loss, TRAIL sensitization), % at 10 µM. AID 624354, 2012;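 active means compounds causing at least 50% loss of cell viability in the single-dose screen, relative to plate controls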
EBV LMP1 NFkB = EBV LMP1-driven NF-kappaB luciferase reporter inhibitors, primary screen, cell-based, luminescence, single point; AID 504558, 2011; inhibition, % at 12.5 µM; LMP1-induced NF-kappaB luciferase reporter cells; 0.69% of 350,000 active; in the data active means inhibition above about 41%;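 further: 0% = neutral control wells and 100% = reference inhibitor control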
TLR9-MyD88 inh = inhibitors of TLR9-MyD88 association in cells, primary screen, cell-based, CHO, BLA complementation, fluorescence | Toll-like receptor 9 (Homo sapiens) + Myeloid differentiation primary response protein … | CCF4 FRET ratio | inhibition, % at 4.98 µM | 0.21% of 340,000 active | AID 504734, 2011;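 active means inhibition above the mean over all tested compounds plus 3 SD, cut at about 21% in these data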;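 further: 0% = DMSO only wells and 100% = clavulanate BLA inhibitor control wells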
COUP-TFII inh = NR2F2 transcriptional activity inhibitors, primary screen, cell-based, luciferase reporter, HEK293T, luminescence. HEK293T NGFI-A luciferase reporter. AID 686940, 2013. 0.7% of 370,000 active. inhibition, % at 8.6 µM. COUP transcription factor 2 (Homo sapiens), P24468;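 active means inhibition above a per-plate cutoff, mean inhibition of test wells between control levels plus 3 SD, cut at about 38% in these data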;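 further: cells cotransfected with COUP-TFII expression vector driving the NGFI-A reporter; 0% = median of COUP-TF2 test wells and 100% = reporter-only cells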
Target sequence (P24468 whole entry, looked up): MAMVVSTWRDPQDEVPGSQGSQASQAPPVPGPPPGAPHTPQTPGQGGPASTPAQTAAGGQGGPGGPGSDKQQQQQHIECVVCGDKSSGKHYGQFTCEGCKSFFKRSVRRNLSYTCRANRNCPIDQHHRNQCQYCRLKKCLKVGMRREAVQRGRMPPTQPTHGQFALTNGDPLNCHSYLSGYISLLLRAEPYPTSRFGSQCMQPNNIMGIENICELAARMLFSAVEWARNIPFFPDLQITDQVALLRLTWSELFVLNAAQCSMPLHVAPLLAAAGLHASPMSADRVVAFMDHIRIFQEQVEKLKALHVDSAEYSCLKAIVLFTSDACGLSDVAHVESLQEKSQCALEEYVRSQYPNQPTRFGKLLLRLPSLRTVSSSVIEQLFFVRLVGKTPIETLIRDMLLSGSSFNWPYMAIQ
Vif inh = HIV Vif self-association inhibitors, primary screen, imaging, HEK293T, single point. inhibition, % at 7.49 µM. AID 602346, 2012. HEK293T cells, Vif self-association by quenched fluorescence, 24 h. 0.35% of 340,000 active; in the data active means inhibition above about 50%, passing the limit was not always enough; further: some results filed as inactive read as strong as hits
NR5A2 inv ag = LRH-1 (NR5A2) inverse agonists, primary screen, cell-based, luminescence, HEK293T, StAR-luciferase reporter; Nuclear receptor subfamily 5 group A member 2 (Homo sapiens), O00482; LRH-1 transfected, 24 h; inhibition, % at 3.6 µM; 0.13% of 360,000 active; AID 602396, 2012;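 active means inhibition above the mean inhibition of all tested compounds plus 3 SD, cut at about 73% in these data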;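 further: 0% = DMSO wells and 100% = reporter-only cells lacking LRH-1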
SRC1 inh = SRC1 coactivator transcriptional activity inhibitors, primary screen, cell-based, luminescence; HEK293 GAL4-SRC1 luciferase reporter; inhibition, % at 3.6 µM; 0.12% of 360,000 active; AID 588354, 2011;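 active means inhibition above the campaign mean plus 3 SD, with each screening campaign given its own cutoff, cut at about 60% in these data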;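 further: 0% = DMSO treated cells and 100% = gossypol at 36 µM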
NCOA2 inhibitor = inhibition of GAL4-SRC2 driven luciferase reporter, primary screen, SRC2 inhibitor project, cell-based, luminescence. HEK293 GAL4-SRC2 luciferase reporter. 0.17% of 370,000 active. Nuclear receptor coactivator 2 (Homo sapiens), Q15596. inhibition, % at 9 µM;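 active means inhibition above the mean inhibition of all tested compounds plus 3 SD, set per campaign, cut at about 52% in these data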;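 further: 0% = DMSO treated cells and 100% = cells given Gossypol at 36 µM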
SRC3 inh = SRC3 coactivator transcriptional activity inhibitors, primary screen, cell-based, luminescence; Nuclear receptor coactivator 3 (Homo sapiens), Q9Y6Q9; HEK293 GAL4-SRC3 luciferase reporter; inhibition, % at 3.6 µM; 0.17% of 360,000 active;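 active means inhibition above a per-campaign cutoff, the mean of all compounds plus 3 SD, cut at about 60% in these data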;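 further: 0% = DMSO-treated cells and 100% = gossypol-treated cells at 36 µM; higher means less SRC3-driven luciferase light from the GAL4 reporter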
NOD2-RIPK2 inh = NOD2-RIPK2 binding disruptors in cells, primary screen, fluorescence, CHO cells, BLA complementation. Receptor-interacting serine/threonine-protein kinase 2 (Homo sapiens), O43353. CCF4 ratio. inhibition, % at 4.98 µM. 0.38% of 360,000 active; in the data active means inhibition above about 21%;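 further: 0% = vehicle only and 100% = reference blocker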
Target sequence (O43353 whole entry, looked up): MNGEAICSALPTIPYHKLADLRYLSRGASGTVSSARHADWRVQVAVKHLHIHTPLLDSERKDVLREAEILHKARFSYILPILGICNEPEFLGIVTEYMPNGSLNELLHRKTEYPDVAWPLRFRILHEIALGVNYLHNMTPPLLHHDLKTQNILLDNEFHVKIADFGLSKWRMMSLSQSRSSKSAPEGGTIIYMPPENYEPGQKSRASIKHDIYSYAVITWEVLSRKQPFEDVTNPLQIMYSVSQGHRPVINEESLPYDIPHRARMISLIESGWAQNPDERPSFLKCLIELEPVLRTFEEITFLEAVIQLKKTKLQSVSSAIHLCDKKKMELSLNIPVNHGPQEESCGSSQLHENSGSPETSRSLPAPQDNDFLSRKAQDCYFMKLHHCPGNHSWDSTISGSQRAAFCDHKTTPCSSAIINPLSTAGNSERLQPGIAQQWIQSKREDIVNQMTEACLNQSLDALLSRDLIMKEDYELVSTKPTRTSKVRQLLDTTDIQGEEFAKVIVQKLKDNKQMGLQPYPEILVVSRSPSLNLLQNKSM
* = called active by the depositor; x = no result given.

nr	mol	TROY NFkB inh	C8 TRAIL sens	EBV LMP1 NFkB	TLR9-MyD88 inh	COUP-TFII inh	Vif inh
1	COc1cc(C(=O)OCCNC(=O)c2ccccc2)cc(OC)c1OC	9	15	5	-11	-5	45
2	CC12CCC(c3n[nH]c(=S)nc31)C2(C)C (centres undefined)	-15	1	3	-2	-17	-2
3	CCOC(=O)N1CCN(C(=O)CN(Cc2ccccc2)S(=O)(=O)c2ccc(OC)c(C)c2)CC1	0	1	-1	-6	-2	11
4	COc1cc(C)ccc1OCc1cc(C(=O)N2CCCCCC2)no1	-32	7	-20	-11	-24	-8
5	N#Cc1cccc(N=Cc2c(O)ccc3ccccc23)c1	-5	-5	5	0	-1	11
6	CC(C)C[C@@H]1Cc2[nH][nH]c(=O)c2[C@H](C)O1	9	-17	x	x	-2	x
7	COc1cc(/C=N\NC(=O)c2c(C)nc3cc(C)ccn23)ccc1O	1	-7	4	9	9	-4
8	Cc1cc(C(=O)Nc2ccc(C(=O)O)cc2)c(C)o1	-22	-9	-1	-14	-7	5
9	COc1cccc(CN2CCNC(=O)C2CC(=O)NCCCC2CCCC2)c1OC (centres undefined)	-12	17	0	8	5	3
10	Cn1cc([N+](=O)[O-])c(C(=O)N2CCCCCC2)n1	-16	-16	5	-11	-4	-4
11	CCOc1ccccc1N1CCN(CC(=O)Nc2ccccc2C(=O)NC2CC2)CC1	0	-4	-5	7	21	-4
12	COc1ccc(C(=O)N/N=C(\C)CC(=O)Nc2ccc(N(C)C)cc2)c(OC)c1	-39	6	1	1	-9	-2
13	CC1CN(CC(=O)Nc2cc(S(=O)(=O)N3CCCC3)ccc2Cl)CC(C)O1 (centres undefined)	-4	24	-8	8	0	4
14	COc1ncnc2c1ncn2CCCNCc1ccccc1	-15	21	8	8	-19	0
15	Cc1ccc(NC(=O)Nc2ccccc2)nc1	-58	0	-4	-8	-34	3

nr	NR5A2 inv ag	SRC1 inh	NCOA2 inhibitor	SRC3 inh	NOD2-RIPK2 inh
1	-32	-3	10	-4	-4
2	-17	13	6	19	-1
3	8	2	-1	15	-1
4	-82	-28	-18	-33	-7
5	6	-4	12	16	-3
6	4	x	-67	x	3
7	7	-14	0	8	1
8	-4	2	-13	-16	3
9	4	-17	-44	-9	-10
10	-19	-1	3	-3	-4
11	8	1	-10	20	-11
12	-40	-10	-25	-47	-2
13	-5	16	-14	4	-6
14	13	-2	-18	-23	5
15	-145	-94	-37	-84	0

Next section, starting with the last six of the part before.
nr	mol	TROY NFkB inh	C8 TRAIL sens	EBV LMP1 NFkB	TLR9-MyD88 inh	COUP-TFII inh	Vif inh
10	Cn1cc([N+](=O)[O-])c(C(=O)N2CCCCCC2)n1	-16	-16	5	-11	-4	-4
11	CCOc1ccccc1N1CCN(CC(=O)Nc2ccccc2C(=O)NC2CC2)CC1	0	-4	-5	7	21	-4
12	COc1ccc(C(=O)N/N=C(\C)CC(=O)Nc2ccc(N(C)C)cc2)c(OC)c1	-39	6	1	1	-9	-2
13	CC1CN(CC(=O)Nc2cc(S(=O)(=O)N3CCCC3)ccc2Cl)CC(C)O1 (centres undefined)	-4	24	-8	8	0	4
14	COc1ncnc2c1ncn2CCCNCc1ccccc1	-15	21	8	8	-19	0
15	Cc1ccc(NC(=O)Nc2ccccc2)nc1	-58	0	-4	-8	-34	3
16	COc1cc(/C=C2/C(=N)N3C=CSC3=NC2=O)ccc1OCCCOc1cc(C)ccc1C	-2	4	-5	2	-22	2
17	O=C(CSc1nc(-c2ccc(F)cc2)cs1)NCCN1C(=O)CSC1=O	-15	4	-17	5	-33	-2
18	CC(C)N(CCNC(=O)C1CCCN(c2ncnc3c2nc2n3CCCCC2)C1)Cc1ccccc1 (centres undefined)	6	-16	2	-9	-25	4
19	CCOc1cc(S(=O)(=O)Nc2ccc(CC)cc2)ccc1Cl	21	-12	-5	0	-15	-8
20	COc1ccc(C(C(=O)NCC2CCCO2)N(C(=O)CNC(=O)c2cccs2)c2ccccc2C)cc1OC (centres undefined)	10	-1	0	-1	2	-1
21	CC(C)Nc1ccc(C(CC(N)=O)NC(=O)Cc2ccc(Cl)cc2)cc1[N+](=O)[O-] (centres undefined)	-25	-1	21	2	11	x
22	CC(=O)C1=C(O)CC(C)(C)CC1=NCc1nc2ccccc2[nH]1	14	-17	-1	5	-12	-1
23	COc1ccc(C2OCC3(CO2)SC(N)=NC3=O)cc1 (centres undefined)	-11	7	-10	-3	-17	3
24	O=C(CN1CCOCC1)Nc1ccc(C2CCCCC2)cc1	-17	5	-35	-9	-15	x
25	CCOC(=O)Cc1csc(NC(=O)CN(C)S(=O)(=O)c2ccc3c(c2)CCC(=O)N3)n1	-4	6	6	7	0	12
26	c1ccc(C2=Nn3c(nnc3-c3ccccn3)SC2)cc1	4	-4	10	-4	-6	1
27	CCN(CC(=O)NC(C)(C)C)Cc1nc2c(Br)cc(Br)cc2c(=O)[nH]1	34	15	-8	1	6	-20
28	CC(=O)Nc1ccc(NC(=O)c2c(C)nn(Cc3ccccc3Cl)c2C)cc1	-3	-8	-14	3	-20	2
29	O=C(CSc1ncnc2ccccc12)Nc1ccc2c(c1)OCCO2	-18	6	4	-3	-16	0
30	O=C(Nc1cc(=O)c2ccccc2o1)N1CCOCC1	7	-7	0	2	-2	13

nr	NR5A2 inv ag	SRC1 inh	NCOA2 inhibitor	SRC3 inh	NOD2-RIPK2 inh
10	-19	-1	3	-3	-4
11	8	1	-10	20	-11
12	-40	-10	-25	-47	-2
13	-5	16	-14	4	-6
14	13	-2	-18	-23	5
15	-145	-94	-37	-84	0
16	28	-10	11	-7	-8
17	-41	-14	-26	-9	-3
18	-11	-21	-15	4	2
19	1	-25	-17	12	12
20	7	-9	-58	0	-1
21	-3	-3	26	-4	-12
22	-11	11	-7	8	-2
23	-27	4	7	-9	-2
24	-68	-52	-23	-61	1
25	3	3	9	-20	1
26	8	1	-3	14	-8
27	-3	-6	18	9	-8
28	3	-32	-18	19	-12
29	-7	-14	12	-3	-15
30	7	23	6	17	-3

Limited to Vif inh, for some of the entries so far:
cpd	mol	Vif inh
20	COc1ccc(C(C(=O)NCC2CCCO2)N(C(=O)CNC(=O)c2cccs2)c2ccccc2C)cc1OC (centres undefined)	-1
28	CC(=O)Nc1ccc(NC(=O)c2c(C)nn(Cc3ccccc3Cl)c2C)cc1	2
3	CCOC(=O)N1CCN(C(=O)CN(Cc2ccccc2)S(=O)(=O)c2ccc(OC)c(C)c2)CC1	11

(listing goes on)
nr	mol	TROY NFkB inh	C8 TRAIL sens	EBV LMP1 NFkB	TLR9-MyD88 inh	COUP-TFII inh	Vif inh
31	O=C(Nc1cccc2c1CCCC2)c1ccccc1Br	-6	9	6	6	-9	0
32	CC(C)c1[nH]nc2c1C1(CCN(Cc3ccccc3)CC1)C(C#N)=C(N)O2	-12	1	-2	-10	16	-2
33	CN(c1ccccc1)S(=O)(=O)c1ccc(Cl)c(C(=O)NCCc2c[nH]c3ccccc23)c1	21	-3	-5	5	4	-11
34	COCCN(Cc1cc2cc3c(cc2nc1Cl)OCO3)C(C)=O	1	-4	3	-3	-4	20
35	Cc1c(C(=O)N2CCCC2)c(S(=O)(=O)NCCc2ccccc2)c(C)n1C	-14	-4	-5	-8	0	11
36	Cc1ccc(NC(=O)NC2=NN(c3ccccc3)C(=O)/C2=C2/CCCN2C)cc1	-46	16	-6	5	-12	0
37	CCc1nc2cc(Cl)c(Cl)cc2nc1CC	2	1	5	-1	-4	16
38	CCc1c(C(=O)N/N=C/c2ccsc2)csc1C	-35	10	-1	1	-23	12
39	COc1ccc(CNC(=O)C2CCC(=O)N(CCCN3CCCC3=O)C2)c(OC)c1 (centres undefined)	-38	-2	-8	3	-11	11
40	Cn1c(O)c(N=NC(=O)Cn2ccc(C(F)(F)F)n2)c2ccccc21	-2	21	-8	-3	-21	3
41	CCCN(CC(=O)Nc1ccccc1OC)C(=O)C1CCCC1	-7	-6	-1	3	24	-1
42	Cc1cc(C(=O)O)cc(S(=O)(=O)Nc2ccccc2C(=O)NC2CC2)c1C	-6	-23	-4	4	9	-3
43	Cc1ccccc1NC(=O)CCc1nnc2ccc(N3CCC4(CC3)OCCO4)nn12	-4	1	-10	3	-30	-4
44	CCCCCN(C(=O)CCC(=O)OCC(=O)N(C)Cc1ccc(C)cc1)c1c(N)n(CCCC)c(=O)[nH]c1=O	-4	13	-2	0	11	-8
45	N=C1C(c2nc3ccccc3[nH]2)=C(O)CN1NC(=O)c1c[nH]c2ccccc12	1	-9	-9	4	-15	-4

nr	NR5A2 inv ag	SRC1 inh	NCOA2 inhibitor	SRC3 inh	NOD2-RIPK2 inh
31	0	6	-17	-21	-6
32	-12	-27	-1	4	-7
33	8	8	-11	11	3
34	1	1	-29	18	-6
35	-24	10	-18	9	-6
36	-66	-13	-64	-14	3
37	13	9	-8	11	-4
38	-22	-20	-30	-13	-4
39	3	-2	5	-4	-9
40	6	21	13	15	-6
41	-11	-34	-2	9	2
42	2	-16	9	4	-4
43	-2	-7	6	-8	-3
44	-3	-9	-8	2	-5
45	2	4	-14	5	-10

Taken from above:
In SRC1 inh, no. 34 has 1
In COUP-TFII inh, no. 38 has -23
In NR5A2 inv ag, no. 36 has -66
In NOD2-RIPK2 inh, no. 42 has -4
In SRC3 inh, no. 37 has 11
In SRC1 inh, no. 33 has 8
In TROY NFkB inh, no. 39 has -38

(cont.)
nr	mol	TROY NFkB inh	C8 TRAIL sens	EBV LMP1 NFkB	TLR9-MyD88 inh	COUP-TFII inh	Vif inh
46	Cc1nn(S(=O)(=O)N2CCOCC2)c(C)c1Br	-13	-6	3	5	0	6
47	Cc1ccc(S(=O)(=O)N(C)/N=C/c2ccc(C(=O)O)cc2)cc1	20	0	2	-11	8	-17
48	COc1cc(C(=O)N=c2sc3c(C)ccc(OC)c3n2C)cc(OC)c1OC	-20	17	7	-4	-2	-2
49	CS(=O)(=O)N(CCc1ccccc1)CC(=O)NCc1cccnc1	-3	1	-3	-17	1	11
50	CC(C)(C)Nc1nc(C(N)=O)nc(N2CCOCC2)n1	16	22	3	-4	-4	13

nr	NR5A2 inv ag	SRC1 inh	NCOA2 inhibitor	SRC3 inh	NOD2-RIPK2 inh
46	-3	-12	0	11	-13
47	-23	7	-4	-3	-1
48	-13	9	17	15	0
49	12	-24	19	-31	0
50	26	-92	-39	19	-10

Some of the compounds tested; count on the stated rates, not on these rows.
